Source: PubChem
PrPC TRFRET = cell surface PrPC inhibition, primary TR-FRET screen; P04156; TR-FRET read-out; inhibition, % at 13.8 µM; actives 0.43% (n = 370,000); in the data active = inhibition above about 24%; note: 0% = median of the test wells and 100% = reference compound wells
Rv3671c protease = Rv3671c (M. tuberculosis) protease inhibition. inhibition, % at 5.96 µM. actives 0.048% (n = 320,000). AID 2606; in the data active = inhibition above about 38%;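 note: extracellular domain of Rv3671c used as enzyme; 0% = enzyme with DMSO and 100% = no enzyme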
Target sequence (P9WHR9 whole entry, looked up, the tested form may be a part): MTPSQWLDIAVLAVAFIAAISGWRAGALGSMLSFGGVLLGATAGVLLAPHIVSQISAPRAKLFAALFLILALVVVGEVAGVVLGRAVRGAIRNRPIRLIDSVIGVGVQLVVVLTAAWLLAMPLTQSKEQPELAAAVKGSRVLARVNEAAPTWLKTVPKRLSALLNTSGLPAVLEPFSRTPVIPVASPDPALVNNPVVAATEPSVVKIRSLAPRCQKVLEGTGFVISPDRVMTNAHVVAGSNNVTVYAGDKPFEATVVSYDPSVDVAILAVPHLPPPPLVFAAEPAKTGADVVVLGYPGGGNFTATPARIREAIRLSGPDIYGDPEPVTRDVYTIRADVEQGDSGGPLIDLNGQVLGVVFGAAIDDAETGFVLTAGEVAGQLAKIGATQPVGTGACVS
Anthrax LF inh2 = inhibitors of Bacillus anthracis lethal factor protease | P15917 | multiplex microsphere protease cleavage assay, LF | inhibition, % at 10 µM | actives 0.12% (n = 360,000); note: plate controls were buffer without enzyme for full effect and enzyme alone for no effect
CCHFV vOTU inh = CCHFV vOTU protease inhibition; actives 0.55% (n = 370,000); Pep-AMC fluorescence; inhibition, % at 11.5 µM; in the data active = inhibition above about 30%; note: 0% = vehicle wells with enzyme and 100% = no enzyme wells
SARS 3CLpro inh = SARS-CoV 3CLpro protease inhibition; recombinant SARS-CoV 3CLpro, quenched FRET peptide cleavage; actives 0.14% (n = 290,000); inhibition, % at 6 µM; P0C6X7; in the data active = inhibition above about 12%
BoNT F protease = inhibitors of Botulinum neurotoxin F light chain protease; Multiplex microsphere protease cleavage assay, flow cytometry; inhibition, % at 10 µM; actives 0.22% (n = 360,000); AID 588497; in the data active = inhibition above about 35%, passing the limit was not always enough; inconclusive = no clear call, values can overlap the other calls; note: plate controls were buffer without enzyme for full effect and enzyme alone for no effect
DUSP3 inh = inhibitors of human VHR1 phosphatase (DUSP3). AID 1654. P51452. recombinant VHR phosphatase, pNPP absorbance. actives 0.52% (n = 290,000). inhibition, % at 13.3 µM; in the data active = inhibition above about 50%; note: some compounds called inactive have numbers as strong as hits
Target sequence (P51452 whole entry, looked up): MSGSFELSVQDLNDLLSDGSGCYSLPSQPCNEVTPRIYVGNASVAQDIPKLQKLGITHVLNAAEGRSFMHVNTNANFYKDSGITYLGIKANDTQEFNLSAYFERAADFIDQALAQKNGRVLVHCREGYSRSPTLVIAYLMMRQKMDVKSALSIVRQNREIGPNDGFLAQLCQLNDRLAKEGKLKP
BoNT-A LC inh2 = inhibitors of Botulinum neurotoxin A light chain protease | multiplex microsphere protease substrate cleavage, flow cytometry | inhibition, % at 10 µM | actives 0.17% (n = 360,000) | AID 588499; note: plate controls were buffer without enzyme for full effect and enzyme alone for no effect
MazEF act = MazEF (E. coli) toxin RNase activation. P0AE70. FAM/BHQ RNA-DNA oligo cleavage fluorescence, 5 h. activation, % at 20 µM. actives 0.32% (n = 350,000); in the data active = activation above about 50%
Target sequence (P0AE70 whole entry, looked up): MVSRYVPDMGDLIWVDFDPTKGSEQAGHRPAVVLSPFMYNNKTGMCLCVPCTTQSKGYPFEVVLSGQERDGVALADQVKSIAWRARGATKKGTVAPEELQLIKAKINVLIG
SSB-PriA inh = K. pneumoniae PriA-SSBct interaction inhibition. AID 1272365. AlphaScreen SSBct-PriA binding, biotinylated peptide. inhibition, % at 33 µM. actives 0.6% (n = 430,000); in the data active = inhibition mostly above about 37%, no sharp cut-off; inactive = mostly below about 20%;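 note: plate controls were negative control peptide for no effect and reference peptide for full effect; strong numbers were not always called active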
An asterisk follows results filed as active; ? = inconclusive; . = no result given; & = joins results of further samples. Cut-off read from the data, not from the text of the source, unless noted: active = inhibition above about 30%; inconclusive = no clear call, values can overlap the other calls; inactive = below that.

canonical_smiles	PrPC TRFRET	Rv3671c protease	Anthrax LF inh2	CCHFV vOTU inh	SARS 3CLpro inh	BoNT F protease	DUSP3 inh	BoNT-A LC inh2	MazEF act	SSB-PriA inh
CCCCn1nnnc1SCC(=O)N1CCCC1	5	1	-5	-8	-10	6	19	-0.1	-3	-16
CCCN(CCC)C(=O)CCS(=O)(=O)c1cccc2nsnc12	-39	2	2	3	1	-7	0	-0.8	-15	-12
CSc1nc(SCC(=O)NCc2ccco2)c2c3c(sc2n1)CN(C)CC3	1	-1	2	-25	-6	2	.	1.6	7	4
Cc1nnc(SCC(=O)Nc2ccccc2)n(N)c1=O	4	7	2	-14	2	0	2	-0.1	0	3
O=C(c1nc2ncccn2n1)N1CCc2ccccc2C1	1	1	-6	-9	4	-5	14	-0.5	5	4
O=C(Nc1ncccc1O)c1cccc(S(=O)(=O)N2CCN(c3ccc(F)cc3)CC2)c1	4	.	.	2	.	.	.	.	-2	1
CCOc1ccc(C(=O)N(CN2CCCC2=O)c2cccc(Cl)c2)cc1	5	1	2	20	0	-3	15	-0.3	-1	4
CN(C)C(=O)c1ccc(NC(=O)CN2CCc3cc4c(cc3C2)OCCCO4)cc1	0	0	-2	6	1	-1	10	0.5	0	-16
CCOC(=O)[C@]12CCC=C1N(Cc1ccccc1)C(=O)[C@H](CC(=O)NCc1ccc(OC)c(OC)c1)C2	2	.	-4	5	.	9	.	0.1	.	.
CCn1c(SCC(=O)NCC2CCCO2)nnc1-c1ccccc1OC (configuration not stated)	-7	2	5	-3	.	-2	.	0.6	3	-4
O=C(O)Cn1cc(/C=c2/sc3nc4ccccc4n3c2=O)c2ccccc21	-6	-12	4	-2	1	-10	18	-1.6	-15	.
NC(=O)NC(=O)CSc1nc(-c2ccccc2)c(-c2ccccc2)n1CC1CCCO1 (configuration not stated)	-5	-4	-6	4	-4	8	15	-1.0	-12	13
Cc1cccc(C(=O)N/C(=C/c2ccco2)C(=O)N2CCCCCC2)c1	1	-5	-2	14	-2	1	15	0.3	-3	3
COc1ccc2c(=O)c3ccccc3oc2c1	5	-1	-2	1	-4	-1	29	0.2	11	-2
COc1ccccc1CNS(=O)(=O)c1c(C)[nH]c(=O)[nH]c1=O	-3	6	1	-9	1	-12	30	-1.3	-1	-15
O=C(CN1CCN(c2ccccc2O)CC1)Nc1ccc([N+](=O)[O-])cc1Br	-11	6	-4	16	0	-8	20	-0.4	15	3
C[C@H]1CN=C(N(C)C)N1CCCC1CCCC1	-2	-7	1	3	.	-2	.	-0.3	3	-13
CN(C(=O)CCNC(=O)Cn1ccc2ccccc2c1=O)c1ccc(Br)cc1	1	3	2	4	2	8	1	-1.3	6	-14
CCOC(=O)c1c(C)[nH]c(C(C)=NNC(=O)c2cccs2)c1C	0	2	-1	8	.	14	.	2.6	5	3
COc1cccc(CNC(=O)CCC2CCCN(Cc3cc(Cl)ccc3O)C2)c1 (configuration not stated)	-5	7	-4	10	-2	-3	47	-0.5	9	-7
Brc1ccccc1-c1nnc(CSc2nnnn2-c2ccccc2)o1	10	-13	-1	7	1	-1	16	1.6	-4	-6
Cc1noc(C)c1COc1ccccc1C(=O)Nc1cccc(S(=O)(=O)N(C)C)c1	3	1	2	-7	.	-10	.	-1.4	1	-3
C1=C(N2CCOCC2)/C(=C/c2nc3ccccc3[nH]2)CC1	.	3	1	.	.	-16	-27	5.5	5	8
CCOC(=O)N1CCC(NC(=O)c2cc(C(=O)Nc3cccc(OC)c3)ccc2CO)CC1	-5	-4	0	4	-4	-2	0	0.5	4	-15
CC1(C)Cc2c(cnn2-c2ccc(F)cc2)C(NC(=O)CCC(F)(F)F)C1 (configuration not stated)	2	3	10	-5	-4	?	59*	-2.7	8	-4
CCOC(=O)c1sc(NC(=O)c2ccc(C)o2)nc1C	10	-14	-4	12	-8	4	15	-0.9	-3	-17
CCC(CO)Oc1cc(NCc2ccccc2C)c2ncn(C(C)C)c2c1 (configuration not stated)	-5	-6	-7	-3	.	-4	.	-0.5	2	3
CCN(CC)S(=O)(=O)c1ccc(/C=C/C(=O)OCC(=O)Nc2cccc3ccccc23)cc1	-2	-35	2	-12	7	3	21	0.1	-10	-21
N#Cc1ccccc1COC(=O)CCCC1=NS(=O)(=O)c2ccccc2N1	-3	-4	0	12	-2	-4	27	0.6	2	4
CCN1C(=O)[C@@H]2[C@H](C1=O)[C@@H]1C(=O)Nc3ccccc3C(=O)N1[C@@H]2c1cccc(OC)c1	5	3	4	8	.	0	.	0.6	1	-11
Cc1cc(/C=C2/C(=O)NN(c3ccccc3)C2=O)c(C)n1-c1cccc(O)c1	-16	3	-2	9	5	-6	6	-0.1	-9	25
Cc1c(NC(=O)CCSCCc2ccccn2)cccc1[N+](=O)[O-]	-4	-5	-1	-5	2	0	-8	0.2	2	10
CCCCCCNC(=O)CSc1nccn1Cc1ccccc1	0	-3	4	5	-3	1	12	0.4	-2	5
CCNC(=O)CCc1nc(-c2ccc(C(C)(C)C)cc2)no1	-2	5	1	5	-2	4	8	0.0	9	-5
COc1cccc(C(C)(O)c2nc(-c3ccc(F)c(Cl)c3)cs2)c1 (configuration not stated)	-3	.	0	-7	.	-6	.	-0.3	.	.
COC(=O)C1=C(c2ccc(Cl)c(C(F)(F)F)c2)C[C@@H]2CC[C@H]1N2C(=O)NCC1CC1	12	1	-2	3	.	-4	.	-0.9	8	-11
COc1ccc(CC(=O)N(CC2CCCO2)c2nc3ccccc3s2)cc1 (configuration not stated)	1	-9	2	12	-1	5	18	0.8	4	2
CCc1nc2c(OCc3ccc(C(=O)N(C)C)cc3)cccn2c1N(C)C(=O)Nc1ccccc1OC	2	.	-1	1	.	7	.	0.5	.	.
CN(C)CCN(C(=O)C1CCN(S(=O)(=O)c2cccs2)CC1)c1nc2c(F)cccc2s1	4	-7	-2	-10	.	2	.	-2.1	4	26&14
C/C(N)=C(/C#N)C(=O)COC(=O)c1cccc(C)c1O	-2	-10	-7	-3	2	-2	-11	-0.4	6	-1
COC(=O)c1ccccc1NC(=O)COc1ccc(S(=O)(=O)NC(C)C)cc1	1	1	1	-3	3	-6	-2	-0.5	1	-14
Cc1nc(NCc2ccc3c(c2)OCO3)c2oc3ccccc3c2n1	5	-3	1	-16	1	1	9	-0.2	2	-13
CN(Cc1ccccc1NS(=O)(=O)c1ccc2ccccc2c1)C1CCCCC1	8	-1	-8	4	-1	-9	9	-0.7	-1	0
CSc1nc(C)c(Br)c(N2CC2)n1	-4	.	8	1	.	-12	.	2.7	-31	-1
Cc1cccc(N2CCN(c3nc(C)cc(C)c3C#N)CC2C)c1 (configuration not stated)	0	3	-10	-3	-4	?	29	-1.6	4	-10
CCOC(=O)[C@@H]1[C@H]2COc3ccccc3[C@@H]2N2C(=O)N(c3ccc(OC)cc3)C(=O)[C@]12C	2	-5	6	-3	.	7	.	0.2	3	-19
O=C(NNC(=O)C(O)c1ccccc1)NC1CCCCC1 (configuration not stated)	5	-2	0	1	-1	-8	2	-5.1	-3	-7
CC(=O)Nc1ccc(N/C=C/C(=O)C(C)(C)C)cc1	-8	1	-3	-5	3	-6	15	-1.0	5	-29
Cc1cc(C)nc(NC(=O)CSc2nn(C)c(=S)s2)n1	-3	0	1	-1	2	7	21	0.6	3	1
Cc1ccc(C(=O)N2CCOCC2)cc1S(=O)(=O)N1CCOCC1	-7	-10	-2	14	-1	-8	4	-0.8	5	-18
Cc1ccccc1OS(=O)(=O)c1cn(C)c(=O)n(C)c1=O	2	13	2	4	2	-1	5	0.7	-6	-3
CC(=O)NC(C)(c1ccccc1)c1nc(-c2cncnc2)cs1 (configuration not stated)	4	.	-7	5	.	1	.	-0.6	.	.
Cc1ccc(NC(=O)c2onc(C)c2Cl)cc1	4	-3	3	6	-3	-8	8	-1.3	3	-19
CCN(CC)C(=S)Nc1ccc([N+](=O)[O-])cc1	1	-12	0	21	4	-4	-10	-0.8	-2	9
Cc1ccc(NC(=O)CCNS(=O)(=O)c2ccc3c(c2)oc(=O)n3C)cc1	3	-7	-8	3	1	-24	0	-1.9	3	-6
O=C(CSc1nc2cc(Cl)ccc2s1)c1cc2ccccc2o1	3	-32	7	6	-1	-1	19	3.3	44	-6
CCCC(=O)N1CCC1(C)C(=O)NS(=O)(=O)c1cc2c(cc1C)CCCS2(=O)=O (configuration not stated)	-4	.	2	-2	.	-2	.	-1.0	.	.
C=CCn1nnnc1-c1cc(Cl)cc(Cl)c1	2	10	-2	5	-2	-3	13	-1.0	4	-2
Cn1c(SCCCC(=O)c2ccccc2)nnc1-c1ccncc1	6	0	2	10	0	2	40	?	3	-4
CCOc1ccc2nc(NC(=O)Cn3c(C)csc3=O)sc2c1	4	.	1	13	.	-1	.	-1.3	1	-5

Reprinted at random: 4 compounds from above
canonical_smiles	PrPC TRFRET	Rv3671c protease	Anthrax LF inh2	CCHFV vOTU inh	SARS 3CLpro inh	BoNT F protease	DUSP3 inh	BoNT-A LC inh2	MazEF act	SSB-PriA inh
Cc1ccc(NC(=O)CCNS(=O)(=O)c2ccc3c(c2)oc(=O)n3C)cc1	3	-7	-8	3	1	-24	0	-1.9	3	-6
CCOC(=O)[C@@H]1[C@H]2COc3ccccc3[C@@H]2N2C(=O)N(c3ccc(OC)cc3)C(=O)[C@]12C	2	-5	6	-3	.	7	.	0.2	3	-19
Cc1ccccc1OS(=O)(=O)c1cn(C)c(=O)n(C)c1=O	2	13	2	4	2	-1	5	0.7	-6	-3
Cc1ccc(NC(=O)c2onc(C)c2Cl)cc1	4	-3	3	6	-3	-8	8	-1.3	3	-19

(listing goes on)
canonical_smiles	PrPC TRFRET	Rv3671c protease	Anthrax LF inh2	CCHFV vOTU inh	SARS 3CLpro inh	BoNT F protease	DUSP3 inh	BoNT-A LC inh2	MazEF act	SSB-PriA inh
COc1cccc(-c2nnc3sc(-c4ccccn4)nn23)c1	7	-4	2	5	-5	-6	26	-0.2	1	-20
CCCc1cc(C(N)=O)c(NC(=O)c2ccoc2C)s1	10	-6	-1	3	5	-12	2	-8.0	12	-6
O=C(NC(=S)Nc1ccc(S(=O)(=O)Nc2ncccn2)cc1)c1ccc(Br)cc1	-4	-1	4	4	4	6	20	0.0	-7	-8
O=S1c2ccccc2Nc2ccccc21	-1	0	-2	8	.	2	.	0.1	0	-8
CC(=O)N1CCc2c(sc(NC(=O)C3CCN(S(=O)(=O)c4cccs4)CC3)c2C(N)=O)C1	-2	-1	.	-2	.	.	.	.	-48	2
COc1ccc(P2(=O)Nc3ccccc3N2)cc1	0	-6	-1	8	-9	-16	27	3.7	3	1
COc1cc(-c2cc(N)n(S(=O)(=O)c3ccc(F)cc3)n2)cc(OC)c1OC	6	-1	-9	0	0	2	27	-0.2	9	-9
CCCCn1c(NCCO)nc2ccccc21	-3	2	-16	10	0	0	34	-0.9	11	-20
O=C1N[C@@H](Cc2ccccc2)COC(=O)[C@@H](Cc2ccc(F)cc2)C/C=C\C[C@@H]1CC(=O)N(CCO)Cc1ccccc1	-5	-68	-11	11	.	1	.	0.7	2	12
COc1cc(NC(=O)NCCN2CCN(c3ccc(Cl)cc3)CC2)ccc1C	-11	-1	-9	2	1	-8	10	-0.7	-3	11
COc1cc(C(=O)NC(CCSC)C(=O)Nc2ccc(N3CCOCC3)cc2)cc(OC)c1OC (configuration not stated)	-4	.	2	2	.	-3	.	-0.2	3	.
O=C(NCCc1ccc(Cl)cc1)c1ccc(=O)[nH]c1	6	1	2	-3	0	-5	7	-2.3	-1	0
O=C1C(=Cc2ccncc2)CCCc2ccccc21	3	.	-1	7	.	4	.	-0.2	-1	.
COC(=O)CCC(NC(=O)c1cc(C)oc1C)C(=O)OC (configuration not stated)	0	-6	1	0	-5	-6	-5	0.1	5	-5
O=C1Oc2ccccc2C(=O)/C1=C/c1ccccc1O	19	-9	-1	1	3	-5	-11	0.0	7	-16

An excerpt. The share of hits here may be higher or lower than overall.
